# PTPN22 act = increases human PTPN22 phosphatase activity | Q9Y2R2 | recombinant LYP, DiFMUP fluorescence; 0 = plate median, 100 = signal doubled | activation, % at 2 µM | 96,000 compounds, 0.11% hits;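 active means activation at 2 µM above a set limit, the mean plus 5 SD, cut at about 37% in these data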
# S1P2 blocker = antagonists of human S1P2 receptor; O95136; cell-based S1P2 antagonist assay, inhibition at 5 uM; inhibition, % at 5 µM; 97,000 compounds, 0.21% hits; in the data active means inhibition above about 45%;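 further: CRE beta-lactamase reporter cells expressing human S1P2 stimulated with S1P; 0% = agonist at EC80 alone and 100% = agonist plus reference antagonist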
# Target sequence (O95136 whole entry, looked up): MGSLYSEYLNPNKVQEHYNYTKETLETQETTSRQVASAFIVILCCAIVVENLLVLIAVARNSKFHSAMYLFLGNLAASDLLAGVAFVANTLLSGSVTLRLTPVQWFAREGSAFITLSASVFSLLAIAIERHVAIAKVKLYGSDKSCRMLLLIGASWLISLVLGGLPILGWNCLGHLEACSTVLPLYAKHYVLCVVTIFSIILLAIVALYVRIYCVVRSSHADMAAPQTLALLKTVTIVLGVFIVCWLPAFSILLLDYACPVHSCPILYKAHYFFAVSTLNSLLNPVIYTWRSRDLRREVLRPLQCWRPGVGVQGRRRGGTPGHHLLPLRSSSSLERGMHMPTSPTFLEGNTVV
# S1P2 ag = S1P2 (human) receptor agonism. S1P2-expressing cell line, agonist reporter read-out. activation, % at 4.5 µM. 97,000 compounds, 0.46% hits; in the data active means activation above about 16%;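 further: 0% = vehicle low control and 100% = maximal reference agonist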
# EphB4 antag = antagonists of human EphB4-ephrin-B2 interaction; EphB4 LBD / TNYL-RAW-Alexa532 peptide, fluorescence polarization; 97,000 compounds, 0.15% hits; P54760; AID 720; inhibition, % at 7 µM;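 active means inhibition above the screen-wide mean inhibition plus 3 SD, cut at about 15% in these data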;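 further: 0% = DMSO wells and 100% = excess unlabeled TNYL-RAW peptide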
# PostGolgi yeast = growth inhibition of a yeast mutant, post-Golgi transport screen. post-Golgi transport phenotypic cell assay. inhibition, % at 10 µM. 98,000 compounds, 0.9% hits;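 further: yeast cells grown in 1536-well plates; yeast grown about 18 h at 30C before absorbance read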
# HIV Rev-RRE inh = HIV Rev-RRE protein-RNA interaction inhibition; P05866; Rev peptide-RRE RNA binding, FRET; inhibition, % at 8 µM; 97,000 compounds, 0.79% hits; AID 704;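 active means inhibition above the screen-wide mean plus 3 SD, cut at about 35% in these data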;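 further: 0% = median DMSO wells and 100% = median Neomycin B control wells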
# Target sequence (P05866 whole entry, looked up): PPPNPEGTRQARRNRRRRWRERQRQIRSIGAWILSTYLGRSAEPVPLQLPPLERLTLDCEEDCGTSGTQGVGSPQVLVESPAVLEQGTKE
#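 Test system: Cy5-tagged RRE RNA duplex with fluorescein-tagged Rev peptide | Read-out: % inhibition of FRET ratio versus controls | Probe or stimulus: Labelled Rev peptide | Incubation: 5 min RNA-compound premix plus 15 min binding step, 25 °C | Technique: FRET fluorescence readout | Benchmarks: DMSO low control, neomycin B high control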
# FAK inh = blocks human focal adhesion kinase activity. Q05397. biochemical FAK kinase activity assay. 97,000 compounds, 0.84% hits. AID 727. inhibition, %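 (tested at 7 µM)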; in the data active means inhibition above about 19%;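 further: 0% = DMSO and 100% = reference compound high control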
# PTPN22 inh 2 = inhibitors of human LYP (PTPN22) phosphatase; Q9Y2R2; recombinant LYP catalytic domain, DiFMUP fluorescence; inhibition, % at 2 µM; 96,000 compounds, 0.21% hits; AID 640;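 active means inhibition at 2 µM at or above a set limit, the screen mean plus 3 SD, cut at about 24% in these data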;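 further: 0% = DMSO with enzyme and 100% = enzyme fully blocked by orthovanadate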
# PostGolgi ctrl = yeast control strain growth, post-Golgi counter-screen; efflux-deficient yeast background strain, growth absorbance A615, 16 h; inhibition, % at 10 µM; 98,000 compounds, 5% hits; AID 738
# * hit, by the source's call; nt = no result given. Unless noted, no stated cut-off is given here; in the data, active means inhibition above about 30%; inactive means the rest.
mol	PTPN22 inh 2	S1P2 ag	FAK inh	EphB4 antag	PTPN22 act	S1P2 blocker	HIV Rev-RRE inh	PostGolgi ctrl	PostGolgi yeast
O=C(NCC1CCCO1)C1CCN(c2ccc(S(=O)(=O)N3CCCC3)cc2)CC1 (stereo not drawn)	4.0	-1.7	-4.5	1.1	-8.0	5.2	8.2	6.0	-4.4
N#Cc1c(NC(=O)CSc2nnc(-c3ccco3)n2-c2ccccc2)sc2c1CCC2	14.0	-3.4	2.3	2.5	-11.1	16.4	3.9	14.9	-7.9
COc1ccccc1NC(=O)CSc1nnc(Cn2cnc3ccccc32)n1C	-1.6	-9.5	2.4	-5.9	-0.5	2.6	2.1	7.5	-10.2
O=C1CC(C(F)(F)C(F)(F)C(F)(F)C(F)F)=Nc2ccccc2N1	6.5	0.4	1.6	-3.4	-8.2	22.1	9.6	3.2	-5.9
O=C(N/N=C\c1cn(-c2ccccc2)nc1-c1ccccc1)c1ccc2c(c1)OCO2	5.3	-4.7	-3.6	-13.6	-1.8	-1.6	7.6	33.5*	-5.5
C/C(CC(=O)NCc1ccco1)=N\NC(=O)Cc1ccccc1	-5.6	-6.7	-2.6	3.5	8.5	-1.8	3.5	5.3	-5.1
CC1(C)CNC(=O)c2sc(N3CCCCC3)nc2C1	-4.4	-1.4	-6.6	-7.2	1.3	8.2	-9.4	5.6	2.4
CCCCCCNC(=O)c1c(N)n(/N=C/c2ccco2)c2nc3ccccc3nc12	-5.8	2.7	-3.1	-3.9	3.6	-12.3	1.6	nt	nt
CCOC(=O)c1cnn(-c2nc(-c3ccccc3)cs2)c1C(F)(F)F	8.0	-8.4	1.0	-1.1	-5.7	-0.5	23.7	14.9	12.0
CC(C)(C)c1cc(C(c2cccnc2)N2CCN(CCO)CC2)cc(C(C)(C)C)c1O (stereo not drawn)	-0.2	-4.7	-1.2	10.0	1.9	13.0	11.4	18.7	2.7
C1CSC2(N1)C1CC3CC(C1)CC2C3 (stereo not drawn)	-3.7	-9.1	-1.7	-6.6	3.6	-0.7	7.6	2.2	-1.9
COc1ccc(S(=O)(=O)N2Cc3ccccc3CC2C(=O)Nc2nccs2)cc1OC (stereo not drawn)	13.2	-4.5	-1.4	-1.9	-13.8	-1.7	3.9	5.1	1.9
O=C(Nc1ccccc1Br)C1CCC(=O)N1Cc1ccccc1Cl (stereo not drawn)	nt	-5.5	-5.6	5.9	nt	19.3	2.5	10.9	1.3
COc1ccc(NC(=O)C2CC2)cc1NS(=O)(=O)c1ccc(F)cc1	-1.3	-5.9	-0.5	-0.4	-1.2	-10.1	1.6	28.5	-4.5
Cc1ccc(-n2ncc3c(=O)[nH]c(SCC(=O)N4CCN(c5ccccc5)CC4)nc32)cc1	9.2	-0.1	-1.6	5.5	-9.8	-12.2	7.0	nt	nt
CCCC(=O)Nc1nnc(Cc2ccccc2)s1	-26.2	-2.9	-1.7	0.8	23.3	3.1	-6.4	13.8	-7.4
O=C(NCCCN1CCOCC1)c1ccc(-n2nc(C(F)(F)F)cc2-c2cccs2)cc1	2.0	-4.0	3.2	-0.6	-3.6	33.1	8.2	11.3	11.7
CSc1nc(N2CCOCC2)c2ccccc2n1	-3.3	-6.0	-1.0	5.5	7.3	-34.0	9.4	-0.9	14.9
Cc1cccn2cc(CNC(=O)c3ccco3)nc12	14.7	-6.5	2.0	1.5	-15.7	7.2	6.0	23.1	1.2
O=C(Cc1ccccc1)N/N=C/c1cc(Br)c(Br)o1	-3.4	-2.4	-1.7	-9.1	9.2	4.6	-0.5	9.5	4.0
CN1C(=O)/C(=C/c2cn(CC(=O)N3CCCCC3)c3ccccc23)c2ccccc21	0.2	-4.8	26.1*	9.0	-2.8	-19.6	11.0	52.0*	0.2
CC1CCc2nc(N)c(C#N)c(-c3cccn3C)c2C1 (stereo not drawn)	-7.9	-4.5	1.1	-9.9	6.8	-16.4	2.6	16.6	0.5
Cc1ccc(C(=O)O)cc1S(=O)(=O)N1CCC(C(=O)O)CC1	1.4	-5.1	2.8	1.7	-2.8	18.6	5.9	-1.9	8.7
Cc1ccnc(NC(=O)CN(C)S(=O)(=O)c2cccc3nsnc23)c1	-1.0	-2.5	-1.0	2.9	-0.6	0.6	-0.6	15.0	-2.8
Cc1ccc(S(=O)(=O)N2CCC(n3nnc4cc(C)ccc43)CC2)cc1	-5.3	-4.0	-0.1	-0.8	2.1	-13.4	4.4	nt	nt

# Some of the entries so far, with values under each structure.
# Each structure is followed by: PTPN22 inh 2, S1P2 ag, FAK inh, EphB4 antag, PTPN22 act, S1P2 blocker, HIV Rev-RRE inh, PostGolgi ctrl, PostGolgi yeast
> O=C(NCCCN1CCOCC1)c1ccc(-n2nc(C(F)(F)F)cc2-c2cccs2)cc1
    2.0, -4.0, 3.2, -0.6, -3.6, 33.1, 8.2, 11.3, 11.7
> CSc1nc(N2CCOCC2)c2ccccc2n1
    -3.3, -6.0, -1.0, 5.5, 7.3, -34.0, 9.4, -0.9, 14.9

# The listing continues:
mol	PTPN22 inh 2	S1P2 ag	FAK inh	EphB4 antag	PTPN22 act	S1P2 blocker	HIV Rev-RRE inh	PostGolgi ctrl	PostGolgi yeast
CC(C)N(Cc1nc(-c2ccccc2)no1)C(=O)COc1ccccc1	-10.7	-2.9	-1.2	-1.8	10.1	-16.9	14.8	12.3	0.2
NC(=O)CSc1nnc(Cc2csc(Nc3ccc(F)cc3)n2)n1Cc1ccccc1	5.8	-1.7	-3.0	-13.5	-6.2	-12.4	8.1	nt	nt
Cc1ccccc1-n1c(CSC(=N)N)nc2ccccc2c1=O	-3.5	-5.3	-1.5	-0.3	0.5	-6.4	4.5	-1.9	-2.3
CCC1S/C(=C(\C#N)C(=O)NCc2ccco2)N(c2ccc(F)cc2)C1=O (stereo not drawn)	-7.8	1.4	-2.7	-10.7	10.4	-6.8	1.7	-6.9	4.4
CN(c1ncc(C(F)(F)F)cc1Cl)n1cc(C(N)=O)c2ccccc2c1=O	7.0	-6.0	-1.4	-1.8	-6.0	-0.2	3.8	-5.0	-4.5
Nc1ccccc1-c1nnn(CC(=O)N2CCCc3ccccc32)n1	-1.3	-5.5	-0.8	-0.5	0.0	-6.5	1.6	nt	nt
CCC1(C)CC(=O)N(c2ccc(C(=O)O)c(O)c2)C1=O (stereo not drawn)	-2.6	-4.0	-0.2	5.4	0.7	13.1	6.6	2.3	2.2
Cc1cc(C(=O)Nc2c(C)cccc2C)n(-c2ccccc2)n1	0.5	-4.8	-5.8	4.5	-1.1	8.9	5.9	-3.8	-16.9
CCOC(=O)c1c(C)[nH]c(C)c1C(=O)CN1C(=O)NC(CC(C)C)C1=O (stereo not drawn)	-5.4	-5.5	-7.2	-8.4	5.4	8.6	-2.5	6.8	2.5
COc1ccc(C(=O)Nc2ccc(S(=O)(=O)NCc3ccco3)cc2)cc1OC	3.4	-2.1	-1.6	-2.9	-5.7	-6.9	0.6	33.0*	-5.3
Cn1nnnc1SCC(=O)Nc1ccc(N2CCOCC2)cc1	-9.6	-4.2	-0.4	3.5	6.2	11.6	8.6	0.8	-4.1
CC(C)(C)NC(=O)Cn1c(SCC(=O)N2CCCCCC2)nc2ccccc21	4.6	-3.8	-3.5	0.0	-4.0	1.7	-2.3	20.0	3.5
CCC(=O)Nc1nc2ccccc2n1Cc1ccccc1C	-11.8	-8.0	1.4	0.1	9.2	-5.7	-0.8	10.2	11.8
COc1ccc(CN2CCCCCC2)c(C)c1C	-13.1	-5.2	-4.0	0.4	13.4	0.6	0.0	nt	nt
Cc1cccc(C2NS(=O)(=O)N=C2N)c1 (stereo not drawn)	-1.9	-2.7	-0.1	-2.1	1.8	-4.7	2.1	4.4	9.2
O=[N+]([O-])c1cn(Cc2ccc(Cl)cc2)cn1	11.3	-11.7	3.8	-8.5	-6.4	16.0	7.4	-3.2	4.4
COc1cccc(-c2nnc(SCc3nc4ccccc4s3)n2C)c1	-4.2	-4.4	-0.4	-0.6	1.6	-7.9	5.7	5.1	-2.1
Cc1nn(CC(=O)NCCCN2CCOCC2)c(C)c1[N+](=O)[O-]	2.4	-1.5	-6.7	-6.5	1.7	1.0	0.9	5.9	14.3
CCOC(=O)c1c(C)n(C)c2cc(Br)c(C)cc12	8.2	-5.6	1.4	5.6	-5.9	-24.4	14.3	11.0	-4.8
Cn1nc(C(=O)Nc2ccc(S(=O)(=O)N3CCCCC3)cc2)ccc1=O	-5.7	-2.1	-2.6	-5.1	2.7	-15.7	1.6	22.0	-3.2
O=C(CC1CCCCC1)NCc1ccccn1	1.1	-1.7	-2.4	-2.9	0.5	-16.4	4.4	23.6	-5.2
Cc1cccc(N(C(=O)c2csnn2)C(C(=O)NC(C)(C)C)c2cccs2)c1 (stereo not drawn)	7.6	-6.4	4.4	1.7	-4.0	16.1	4.9	0.8	-1.9
CC(C)Cn1cc(C(=O)N2CCOCC2)c2c3ccccc3n(C)c2c1=O	-3.0	-3.9	1.3	0.7	0.8	7.3	0.4	5.2	6.8
Cc1cccc(N2C(=O)CCC2=O)c1	-9.9	-3.7	-4.4	11.0	8.0	5.3	11.8	nt	nt
Cc1nc2cc(NC(=O)COc3ccccc3C#N)ccc2n1-c1ccccc1	4.4	-3.2	0.4	-1.1	-2.9	-33.1	13.7	8.7	5.8
CCN(C1CCCCC1)S(=O)(=O)c1cn(C)c(=O)n(C)c1=O	4.5	-5.6	0.1	2.8	-5.0	-14.1	5.5	-0.9	-3.8
Cc1c(N2C(=O)C(C)SC23C(=O)Nc2ccccc23)c(=O)n(-c2ccccc2)n1C (stereo not drawn)	0.1	-3.0	-4.8	-2.3	-1.8	8.4	5.2	4.0	1.0
CCCC(=O)OCC(=O)Nc1ccc(OC(F)F)cc1	-2.3	-6.5	-0.4	-0.2	2.2	-7.5	2.4	-1.7	1.0
Cc1cc(C)n2nc3nc4c(cc3c2n1)CCCC4	-4.5	-1.6	16.8	3.4	2.7	-1.0	76.4*	7.0	3.4
CCCOc1ccc(/C=C/C(=O)Nc2ccc([N+](=O)[O-])cc2C)cc1OC	4.2	-2.6	10.0	4.0	0.6	12.8	2.6	-1.1	-2.2
CCc1ccc(C(=O)c2cncc(Br)c2)cc1	-12.2	-5.3	1.6	-6.5	11.6	-11.2	5.0	13.5	2.2
OC(c1cccc(OCc2ccccc2)c1)c1nnc(-c2ccccc2)o1 (stereo not drawn)	-1.3	-1.4	-5.3	-4.4	-1.5	-12.1	5.6	56.2*	-0.6
CC(C)(C)c1cn(-c2ccccc2)c(=S)[nH]1	-2.6	-6.5	3.1	-0.3	1.4	24.3	1.0	0.3	-1.6
Cc1nc(NC2=NCN(CC3CCCO3)CN2)nc2ccccc12 (stereo not drawn)	3.7	-6.0	-7.3	-5.6	-0.9	11.1	8.4	nt	nt
Cc1occc1C(=O)NCCc1ccc(Cl)cc1	13.6	-2.0	0.9	-0.3	-13.3	-22.2	3.0	15.2	7.3
CCC(=O)N(Cc1cc2cc(OC)ccc2[nH]c1=O)c1cc(C)ccc1C	-4.0	-5.5	6.9	5.6	2.5	0.0	11.9	10.8	-5.0
COCCCNC(=O)CSC1=Nc2ccccc2C2=NC(CC(=O)NCc3ccccc3)C(=O)N12 (stereo not drawn)	7.8	-4.6	1.0	-5.2	-8.8	13.7	-0.1	5.0	0.8
Cc1ccc(C)c(C(=O)CSc2n[nH]c(C(C)C)n2)c1	-8.8	-3.4	0.9	-2.9	5.2	5.8	1.5	16.7	5.9
COc1ccc(N(CC(=O)N2CCCCCC2)S(=O)(=O)c2c(C)[nH]c(=O)[nH]c2=O)cc1	4.8	-2.9	-5.8	2.2	-8.3	-15.9	6.2	8.3	-6.2
O=C1c2cccc3c([N+](=O)[O-])ccc(c23)C(=O)N1c1nccs1	10.3	-10.1	3.2	-2.3	-7.6	50.8*	26.4	9.6	-3.0
